TcdB inh – TcdB glycohydrolase inhibition | inhibition, % at 9.99 µM | P18177 | AID 652162 | TcdB glycohydrolase enzymatic assay, plate reader | 0.24% of 350,000 active; in the data active means inhibition above about 10%
Target sequence (P18177 whole entry, looked up): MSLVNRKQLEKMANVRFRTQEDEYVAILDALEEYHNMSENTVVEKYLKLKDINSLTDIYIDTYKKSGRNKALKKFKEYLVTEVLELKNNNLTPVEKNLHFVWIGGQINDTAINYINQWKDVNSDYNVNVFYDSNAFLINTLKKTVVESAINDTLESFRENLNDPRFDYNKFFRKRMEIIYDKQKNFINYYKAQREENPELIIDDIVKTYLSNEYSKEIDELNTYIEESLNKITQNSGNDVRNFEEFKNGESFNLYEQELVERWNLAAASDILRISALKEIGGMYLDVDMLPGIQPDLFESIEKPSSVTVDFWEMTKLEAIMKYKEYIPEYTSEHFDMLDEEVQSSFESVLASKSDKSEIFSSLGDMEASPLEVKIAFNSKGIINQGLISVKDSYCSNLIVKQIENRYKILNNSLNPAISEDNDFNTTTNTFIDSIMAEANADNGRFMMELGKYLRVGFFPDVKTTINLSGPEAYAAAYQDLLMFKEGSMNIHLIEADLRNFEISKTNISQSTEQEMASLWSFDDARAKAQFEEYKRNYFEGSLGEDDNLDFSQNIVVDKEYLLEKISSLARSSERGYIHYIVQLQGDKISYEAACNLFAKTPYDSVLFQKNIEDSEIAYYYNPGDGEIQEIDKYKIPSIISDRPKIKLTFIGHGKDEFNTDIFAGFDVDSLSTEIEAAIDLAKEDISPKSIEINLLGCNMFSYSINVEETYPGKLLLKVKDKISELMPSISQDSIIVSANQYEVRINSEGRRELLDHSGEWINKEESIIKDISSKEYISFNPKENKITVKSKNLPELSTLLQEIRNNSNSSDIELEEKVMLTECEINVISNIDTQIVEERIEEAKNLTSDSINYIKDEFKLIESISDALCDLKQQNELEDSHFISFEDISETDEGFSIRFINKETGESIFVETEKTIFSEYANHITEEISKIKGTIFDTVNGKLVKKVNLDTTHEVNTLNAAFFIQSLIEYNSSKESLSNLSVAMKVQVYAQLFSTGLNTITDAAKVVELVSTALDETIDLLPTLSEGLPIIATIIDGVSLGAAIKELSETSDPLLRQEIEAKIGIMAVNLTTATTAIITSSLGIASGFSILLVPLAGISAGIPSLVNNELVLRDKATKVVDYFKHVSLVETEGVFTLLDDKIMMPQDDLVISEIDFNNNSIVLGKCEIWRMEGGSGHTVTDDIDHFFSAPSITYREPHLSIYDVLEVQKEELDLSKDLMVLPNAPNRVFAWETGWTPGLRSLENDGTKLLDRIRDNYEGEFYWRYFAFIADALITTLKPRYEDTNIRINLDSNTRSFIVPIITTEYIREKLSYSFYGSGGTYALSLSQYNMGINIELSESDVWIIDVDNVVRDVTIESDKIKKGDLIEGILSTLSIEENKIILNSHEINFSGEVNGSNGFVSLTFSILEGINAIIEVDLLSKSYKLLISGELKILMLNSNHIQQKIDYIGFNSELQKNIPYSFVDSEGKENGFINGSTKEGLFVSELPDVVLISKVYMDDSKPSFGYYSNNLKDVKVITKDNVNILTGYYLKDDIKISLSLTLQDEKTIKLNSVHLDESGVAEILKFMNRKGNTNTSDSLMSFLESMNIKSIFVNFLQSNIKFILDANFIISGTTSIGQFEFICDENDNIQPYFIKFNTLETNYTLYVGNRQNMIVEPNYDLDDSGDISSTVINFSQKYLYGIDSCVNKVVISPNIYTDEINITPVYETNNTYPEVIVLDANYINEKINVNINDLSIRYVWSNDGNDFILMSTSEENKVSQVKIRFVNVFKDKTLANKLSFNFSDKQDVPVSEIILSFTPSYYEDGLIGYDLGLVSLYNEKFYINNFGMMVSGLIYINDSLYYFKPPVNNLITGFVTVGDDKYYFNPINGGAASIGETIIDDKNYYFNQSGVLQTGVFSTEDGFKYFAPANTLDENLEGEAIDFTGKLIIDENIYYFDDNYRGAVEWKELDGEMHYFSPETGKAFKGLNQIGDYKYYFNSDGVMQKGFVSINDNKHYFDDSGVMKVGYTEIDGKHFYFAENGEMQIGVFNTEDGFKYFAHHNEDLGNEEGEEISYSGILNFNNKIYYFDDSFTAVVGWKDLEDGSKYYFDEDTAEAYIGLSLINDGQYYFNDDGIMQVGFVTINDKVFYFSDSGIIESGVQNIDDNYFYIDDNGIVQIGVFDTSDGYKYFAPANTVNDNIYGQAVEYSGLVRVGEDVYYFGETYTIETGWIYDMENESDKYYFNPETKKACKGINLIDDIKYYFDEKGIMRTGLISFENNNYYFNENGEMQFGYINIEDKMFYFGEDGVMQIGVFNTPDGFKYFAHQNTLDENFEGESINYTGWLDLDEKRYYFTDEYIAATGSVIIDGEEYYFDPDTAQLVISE
BoNT-A LC inh2 – inhibitors of Botulinum neurotoxin A light chain protease. 0.17% of 360,000 active. AID 588499. multiplex microsphere protease substrate cleavage, flow cytometry. inhibition, % at 10 µM; further: plate controls were buffer without enzyme for full effect and enzyme alone for no effect
Vc quorum ag – inducers of Vibrio cholerae quorum light production without autoinducers. AID 588436. V. cholerae BH1578 lux reporter, luminescence, 6 h. activation, % at 18.7 µM. 0.16% of 350,000 active; in the data active means activation mostly above about 9.7%, no sharp cut-off; inconclusive means no clear call, values can overlap the other calls; inactive means mostly below about 3.7%; further: not every result past the cut was called active; inactives centre near 0; reference of the scale not given here
Y pestis TopoI – Y. pestis Topo-I inhibition via cleavage products; Y. pestis Topo-I cleavage product accumulation, plate reader; activity, % at 10 µM; 0.064% of 360,000 active; in the data active means activity above about 50%, passing the limit was not always enough; inconclusive means no clear call, values can overlap the other calls; further: inactives centre near 2
SSB-PriA inh – blocks PriA binding to SSB C-terminal tail; AlphaScreen SSBct-PriA binding, biotinylated peptide; 0.6% of 430,000 active; AID 1272365; inhibition, % at 33 µM; in the data active means inhibition mostly above about 37%, no sharp cut-off; inactive means mostly below about 20%;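 further: plate controls were negative control peptide for no effect and reference peptide for full effect; strong numbers were not always called active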
PrPC TRFRET – inhibitors of human cell surface prion protein PrPC; TR-FRET read-out; inhibition, % at 13.8 µM; 0.43% of 370,000 active; in the data active means inhibition above about 24%; further: 0% = median of the test wells and 100% = reference compound wells
SARS 3CLpro inh – SARS-CoV 3CLpro protease inhibition; P0C6X7; 0.14% of 290,000 active; recombinant SARS-CoV 3CLpro, quenched FRET peptide cleavage; inhibition, % at 6 µM; in the data active means inhibition above about 12%
Anthrax LF inh2 – blocks Bacillus anthracis lethal factor protease | P15917 | multiplex microsphere protease cleavage assay, LF | inhibition, % at 10 µM | 0.12% of 360,000 active | AID 588501; further: plate controls were buffer without enzyme for full effect and enzyme alone for no effect
PfHsp40 yeast – rescue of PfHsp40-mediated yeast toxicity | S. cerevisiae expressing PfHsp40, growth rescue, ATP luminescence | growth rescue, % at 12.5 µM | 0.68% of 340,000 active; in the data active means growth rescue above about 28%, passing the limit was not always enough; inconclusive means no clear call, values can overlap the other calls;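 further: yeast W303a lacking pdr1 and pdr3 grown in galactose medium; growth measured after three days at 30 °C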
The depositor's hits bear a star; & = joins results of further samples. Unless noted, no stated cut-off is given here; in the data, active means inhibition above about 30%; inconclusive means no clear call, values can overlap the other calls; inactive means below that. Some of the compounds tested; count on the stated rates, not on these rows.

Results for O=C(N1CCN(c2cccc(Cl)c2)CC1)C1(c2cccs2)CCOCC1 ?
BoNT-A LC inh2: 1.5; Vc quorum ag: -0.6; Y pestis TopoI: 12.9; SSB-PriA inh: -7.6; PrPC TRFRET: 2.5; SARS 3CLpro inh: 4.1; Anthrax LF inh2: 2.0; PfHsp40 yeast: 4.2

How did CC(=O)c1ccc(-c2nc3ccccc3n2C)o1 do in these assays?
BoNT-A LC inh2: 0.4; Vc quorum ag: 0.5; Y pestis TopoI: 0.3; SSB-PriA inh: 1.1; PrPC TRFRET: -4.7; SARS 3CLpro inh: 4.7; Anthrax LF inh2: -3.4; PfHsp40 yeast: 0.2

What do the screens show for `Cc1ccc(OCC(=O)Nc2nnc(S(=O)(=O)N3CCCCC3)s2)cc1`?
TcdB inh: 0.0; BoNT-A LC inh2: 1.5; Vc quorum ag: -0.5; Y pestis TopoI: -9.5; SSB-PriA inh: -10.1; PrPC TRFRET: -4.0; SARS 3CLpro inh: 5.0; Anthrax LF inh2: -0.2; PfHsp40 yeast: -1.4

How did CCCC(=O)Nc1c(O)c2ccccc2[nH]c1=O do in these assays?
BoNT-A LC inh2: 1.3; Vc quorum ag: -0.6; Y pestis TopoI: -4.4; SSB-PriA inh: -5.6; PrPC TRFRET: -2.8; SARS 3CLpro inh: -1.8; Anthrax LF inh2: -4.2; PfHsp40 yeast: 0.0

What do the screens show for `O=C1CCC2CCCCC2(O)O1` (stereo not drawn)?
Vc quorum ag: 10.9; Y pestis TopoI: -3.6; SSB-PriA inh: -0.9; PrPC TRFRET: -7.2; SARS 3CLpro inh: -3.3; PfHsp40 yeast: 0.1

What do the screens show for `CCOc1ccc(N2C(=O)/C(=C/c3ccco3)C(=O)NC2=S)cc1`?
BoNT-A LC inh2: 3.1; Vc quorum ag: inactive; Y pestis TopoI: -0.5; SSB-PriA inh: 4.6; SARS 3CLpro inh: 3.5; Anthrax LF inh2: -11.0; PfHsp40 yeast: 0.1

What do the screens show for `Cc1nc2ncnn2c(C)c1CCC(=O)NCCC1=CCCCC1`?
BoNT-A LC inh2: -0.7; Vc quorum ag: 1.7; Y pestis TopoI: 1.4; SSB-PriA inh: -12.3; PrPC TRFRET: 1.8; SARS 3CLpro inh: -3.9; Anthrax LF inh2: -1.5; PfHsp40 yeast: 0.6

What do the screens show for `O=C(CSc1nnc2ccccn12)c1ccc(Cl)cc1`?
TcdB inh: -0.2; BoNT-A LC inh2: -0.2; Vc quorum ag: -0.9; Y pestis TopoI: 3.2; SSB-PriA inh: -11.0&-3.0&-5.8; PrPC TRFRET: 8.7; SARS 3CLpro inh: -5.1; Anthrax LF inh2: -6.4; PfHsp40 yeast: -1.1

How did COc1cc(C(=O)Nc2ccc(S(=O)(=O)Nc3onc(C)c3C)cc2)cc(OC)c1OC do in these assays?
BoNT-A LC inh2: 0.0; Vc quorum ag: 0.0; Y pestis TopoI: -7.8; SSB-PriA inh: -16.9; PrPC TRFRET: 6.8; SARS 3CLpro inh: -2.7; Anthrax LF inh2: -0.1; PfHsp40 yeast: -0.5

Results for COc1ccc(N2CCN(C(=O)Oc3ccc([N+](=O)[O-])cc3)CC2)cc1 ?
TcdB inh: 0.4; BoNT-A LC inh2: -0.1; PrPC TRFRET: -2.5; Anthrax LF inh2: -11.4

How did CCOc1ccccc1N1CCN(Cc2ccc(OC)c(OC)c2OC)CC1 do in these assays?
BoNT-A LC inh2: inconclusive; Vc quorum ag: inactive; Y pestis TopoI: -0.1; SSB-PriA inh: -3.6; PrPC TRFRET: 2.9; SARS 3CLpro inh: 3.2; Anthrax LF inh2: -4.0; PfHsp40 yeast: -1.5

How did Cc1cc(C(=O)N2CCc3ccccc32)n(-c2ccccc2)n1 do in these assays?
TcdB inh: 2.3; BoNT-A LC inh2: -1.0; Y pestis TopoI: 3.9; SSB-PriA inh: -4.2; PrPC TRFRET: 6.0; SARS 3CLpro inh: 4.9; Anthrax LF inh2: -10.2; PfHsp40 yeast: -0.5

How did O=C(Nc1cccc2c1CCCC2)c1cc(C2CCCCN2C(=O)CCCc2ccccc2)on1 (stereo not drawn) do in these assays?
TcdB inh: 1.5; BoNT-A LC inh2: 0.0; Vc quorum ag: -0.2; Y pestis TopoI: 42.0; PrPC TRFRET: 9.4; Anthrax LF inh2: -5.7

How did CCOCCCNC(=O)C(Cc1ccccc1)NC(=O)c1ccco1 (stereo not drawn) do in these assays?
BoNT-A LC inh2: -0.3; Vc quorum ag: -0.3; Y pestis TopoI: -2.2; SSB-PriA inh: -7.9; PrPC TRFRET: 1.3; SARS 3CLpro inh: 1.1; Anthrax LF inh2: -4.7; PfHsp40 yeast: -0.3

What do the screens show for `CC(=O)C1=C(C)NC(=O)NC1c1cc(Br)ccc1OCC(N)=O` (stereo not drawn)?
BoNT-A LC inh2: 1.3; Vc quorum ag: -0.5; Y pestis TopoI: -4.6; SSB-PriA inh: -15.2; PrPC TRFRET: -2.1; SARS 3CLpro inh: -4.3; Anthrax LF inh2: -0.7; PfHsp40 yeast: -1.5

How did CCOP(=O)(OCC)c1nc(-c2ccc(Cl)cc2Cl)oc1N1CCOCC1 do in these assays?
TcdB inh: 1.0; BoNT-A LC inh2: -0.8; Vc quorum ag: -1.7; Y pestis TopoI: 33.5; SSB-PriA inh: -2.0; PrPC TRFRET: -4.6; SARS 3CLpro inh: -0.3; Anthrax LF inh2: -3.1; PfHsp40 yeast: 0.9

Results for O=C(NCCCN1CCOCC1)c1cccs1 ?
BoNT-A LC inh2: inconclusive; Vc quorum ag: inactive; Y pestis TopoI: 4.1; SSB-PriA inh: -1.4; PrPC TRFRET: -1.0; SARS 3CLpro inh: -1.0; Anthrax LF inh2: -4.8; PfHsp40 yeast: -0.9

What do the screens show for `COc1ccc(C(=O)Nc2nc3ccccc3s2)c(OC)c1`?
TcdB inh: 1.0; BoNT-A LC inh2: -3.8; Vc quorum ag: -0.3; Y pestis TopoI: 0.5; SSB-PriA inh: 0.2; PrPC TRFRET: 4.3; SARS 3CLpro inh: -0.2; Anthrax LF inh2: 1.1; PfHsp40 yeast: -0.2

How did Cc1ccc(C2(C)CC(C)(C)N(C(=O)CSc3nnc(C)s3)c3ccccc32)cc1 (stereo not drawn) do in these assays?
BoNT-A LC inh2: 2.5; Vc quorum ag: -0.4; Y pestis TopoI: 35.5; SSB-PriA inh: 6.4; PrPC TRFRET: 11.6; SARS 3CLpro inh: 0.0; Anthrax LF inh2: -8.1; PfHsp40 yeast: 2.1

What do the screens show for `CC1(C)CCC[C@@]2(C)CC=C(C(=O)O)[C@@H]3C[C@]312`?
TcdB inh: -0.4; BoNT-A LC inh2: -0.5; Vc quorum ag: -0.5; Y pestis TopoI: -3.2; SSB-PriA inh: -7.5; PrPC TRFRET: -1.2; Anthrax LF inh2: 3.0; PfHsp40 yeast: -0.8

Of the compounds above, these have four or more nitrogen atoms.
What do the screens show for `Cc1ccc(OCC(=O)Nc2nnc(S(=O)(=O)N3CCCCC3)s2)cc1`?
TcdB inh: 0.0; BoNT-A LC inh2: 1.5; Vc quorum ag: -0.5; Y pestis TopoI: -9.5; SSB-PriA inh: -10.1; PrPC TRFRET: -4.0; SARS 3CLpro inh: 5.0; Anthrax LF inh2: -0.2; PfHsp40 yeast: -1.4

What do the screens show for `Cc1nc2ncnn2c(C)c1CCC(=O)NCCC1=CCCCC1`?
BoNT-A LC inh2: -0.7; Vc quorum ag: 1.7; Y pestis TopoI: 1.4; SSB-PriA inh: -12.3; PrPC TRFRET: 1.8; SARS 3CLpro inh: -3.9; Anthrax LF inh2: -1.5; PfHsp40 yeast: 0.6

(more compounds)
Results for CCc1ccc(CN(C)C(C)C(=O)NCc2ccccc2)cc1 (stereo not drawn) ?
TcdB inh: 1.5; BoNT-A LC inh2: 1.1; Vc quorum ag: 0.8; Y pestis TopoI: 15.6; SSB-PriA inh: -2.9; PrPC TRFRET: -2.7; SARS 3CLpro inh: 2.4; Anthrax LF inh2: -7.1; PfHsp40 yeast: 0.0

What do the screens show for `O=c1c2cc(-c3ccccc3)sc2ncn1-n1cccc1`?
BoNT-A LC inh2: 0.6; Vc quorum ag: 10.0; Y pestis TopoI: 5.1; SSB-PriA inh: -29.9; PrPC TRFRET: -9.3; SARS 3CLpro inh: -2.7; Anthrax LF inh2: -7.1; PfHsp40 yeast: -1.0

Results for CN(Cc1cn[nH]c1-c1ccc2c(c1)OCO2)C1CCOCC1 ?
TcdB inh: 0.3; BoNT-A LC inh2: 0.1; Vc quorum ag: -0.1; Y pestis TopoI: -6.4; SSB-PriA inh: -0.1; PrPC TRFRET: -1.1; SARS 3CLpro inh: -0.9; Anthrax LF inh2: -4.0; PfHsp40 yeast: -1.6

How did CCN(CCO)Cc1cn[nH]c1-c1ccc(C)c(C)c1 do in these assays?
BoNT-A LC inh2: 14.3; Vc quorum ag: inactive; Y pestis TopoI: 3.3; SSB-PriA inh: -12.6; PrPC TRFRET: 4.2; SARS 3CLpro inh: 4.6; Anthrax LF inh2: -14.9; PfHsp40 yeast: 0.4

How did COc1ccc(F)cc1-c1cc(NC(C)=O)c2ncc(-c3cc(OC)c(OC)c(OC)c3)n2c1 do in these assays?
TcdB inh: -0.3; BoNT-A LC inh2: -0.3; Vc quorum ag: -4.5; Y pestis TopoI: 8.4; PrPC TRFRET: 4.7; Anthrax LF inh2: -2.0

What do the screens show for `O=C(O)c1cccc(NS(=O)(=O)c2cc(S(=O)(=O)c3ccc(Cl)cc3)ccc2Cl)c1`?
TcdB inh: 1.4; BoNT-A LC inh2: -0.3; Vc quorum ag: 0.3; Y pestis TopoI: 4.8; SSB-PriA inh: -9.9; PrPC TRFRET: 0.8; SARS 3CLpro inh: 0.8; Anthrax LF inh2: -0.3; PfHsp40 yeast: 0.8

How did O=S(=O)(Nc1ncccn1)c1ccc(NC(=S)NCCc2ccc(Cl)cc2)cc1 do in these assays?
TcdB inh: 1.1; BoNT-A LC inh2: 0.1; Vc quorum ag: -0.4; Y pestis TopoI: 2.1; SSB-PriA inh: -12.3; PrPC TRFRET: 3.2; SARS 3CLpro inh: 1.6; Anthrax LF inh2: -1.3; PfHsp40 yeast: 1.9

What do the screens show for `CCCN1C(=O)/C(=c2\sc3nc(=O)c(Cc4ccc(C)cc4)nn3c2=O)c2ccccc21`?
TcdB inh: 0.1; BoNT-A LC inh2: -0.3; Vc quorum ag: -0.1; Y pestis TopoI: -0.3; PrPC TRFRET: 7.9; SARS 3CLpro inh: 1.9; Anthrax LF inh2: 4.5; PfHsp40 yeast: -2.2

Results for COc1cccc(NC(=O)CN(C)C(=O)CNC(=O)c2ccc(C)s2)c1 ?
TcdB inh: 1.5; BoNT-A LC inh2: 1.1; Vc quorum ag: -0.3; Y pestis TopoI: -4.7; SSB-PriA inh: -8.9; PrPC TRFRET: 5.8; Anthrax LF inh2: 2.7; PfHsp40 yeast: -0.2

Results for Cc1ccc(S(=O)(=O)N2CCC[C@H]2C(=O)Oc2ccccc2)cc1 ?
TcdB inh: 1.5; BoNT-A LC inh2: 0.4; Y pestis TopoI: 9.1; SSB-PriA inh: -16.0; PrPC TRFRET: 7.5; Anthrax LF inh2: -1.8; PfHsp40 yeast: 2.8

What do the screens show for `CC(NC(=O)Nn1cnnc1)(C(F)(F)F)C(F)(F)F`?
TcdB inh: 1.5; BoNT-A LC inh2: -1.0; Vc quorum ag: -0.4; Y pestis TopoI: 34.2; SSB-PriA inh: -7.3; PrPC TRFRET: -6.3; SARS 3CLpro inh: 2.5; Anthrax LF inh2: -0.5; PfHsp40 yeast: -0.5

Results for CCc1nccn1CCC(=O)NC1CCCc2c1cnn2-c1ccc(F)cc1F (stereo not drawn) ?
TcdB inh: 0.5; BoNT-A LC inh2: 0.4; Vc quorum ag: inactive; Y pestis TopoI: 3.0; SSB-PriA inh: -10.7; PrPC TRFRET: -0.8; SARS 3CLpro inh: -3.0; Anthrax LF inh2: -0.6; PfHsp40 yeast: -0.9

Results for CC(=O)c1c(C)[nH]c(C(=O)Nc2cc(C)cc(C)c2)c1C ?
BoNT-A LC inh2: -0.3; Vc quorum ag: -0.7; Y pestis TopoI: -11.8; SSB-PriA inh: -9.2; SARS 3CLpro inh: -1.1; Anthrax LF inh2: -0.1; PfHsp40 yeast: 0.2

Screening data (PubChem)
